Compound activity as filed in PubChem.
GPR35 antagonists – GPR35 antagonists blocking zaprinast-driven arrestin recruitment, primary screen, imaging, U2OS, beta-arrestin-GFP, zaprinast agonist (AID 2058). U2OS GPR35 beta-arrestin-GFP translocation imaging, zaprinast antagonism; higher % means a stronger effect. actives 0.052% (n = 290,000). one-dose inhibition, % at 10 µM; IC50 in µM for titrated hits;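 active = inhibition of at least 50% with at least 30 cells and total cytoplasm GFP at most 10,000,000; inconclusive = under 30 cells or total GFP of 10,000,000 plus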
Dengue-2 NS5 capping – flavivirus cap methylation enzyme inhibition – biochemical, confirmation dose response, primary screen (AID 588689); Dengue-2 NS5 methyltransferase capping enzyme assay, biochemical; higher % means a stronger effect; inhibition, % at 25 µM, or IC50 in µM where a hit was titrated; actives 0.3% (n = 340,000); in the data active = a potency from the dose series; inconclusive = inhibition above about 29% without an active follow-up result
AID2073 – disruptors of CaV2.2 binding to Mint1 – biochemical, HTRF (AID 2073); one-dose inhibition, % at 20 µM; IC50 in µM for titrated hits; actives 0.19% (n = 290,000); HTRF protein-protein interaction, Mint1-CaV2.2; higher % means a stronger effect; in the data active = inhibition mostly above about 51%, no sharp cut-off; inconclusive = no clear call, values can overlap the other calls; inactive = mostly below about 53%; note: some results filed as inactive read as strong as hits
RSV antiviral HEp-2 – inhibition of RSV-induced cytopathic effect – HEp-2 cells, primary 10 µM value included (AID 2391). actives 0.13% (n = 310,000). one-dose CPE inhibition, % at 10 µM; IC50 in µM for titrated hits. HEp-2 cells, RSV-induced CPE inhibition; higher % means a stronger effect; in the data active = a potency from the dose series; inconclusive = CPE inhibition mostly from about 23% at the one dose, without a potency; inactive = the rest, 99 in 100 with CPE inhibition below about 21%; note: strong numbers were not always called active
NTR1 ag – agonists of NTR1, primary screen, imaging, U2OS cells, beta-arrestin-GFP, high content (AID 493036); P30989; activation, % at 20 µM; actives 0.17% (n = 330,000); NTR1-U2OS beta-arrestin-GFP spot imaging, agonist mode;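 active = activation at or above 40% of the spot to cytoplasm intensity ratio, with at least 20 cells analyzed; inconclusive = wells under 20 cells, flagged as cytotoxic or low count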;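 note: 0% = DMSO without peptide and 100% = 100 nM NTR1 peptide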
Target sequence (P30989 whole entry, looked up): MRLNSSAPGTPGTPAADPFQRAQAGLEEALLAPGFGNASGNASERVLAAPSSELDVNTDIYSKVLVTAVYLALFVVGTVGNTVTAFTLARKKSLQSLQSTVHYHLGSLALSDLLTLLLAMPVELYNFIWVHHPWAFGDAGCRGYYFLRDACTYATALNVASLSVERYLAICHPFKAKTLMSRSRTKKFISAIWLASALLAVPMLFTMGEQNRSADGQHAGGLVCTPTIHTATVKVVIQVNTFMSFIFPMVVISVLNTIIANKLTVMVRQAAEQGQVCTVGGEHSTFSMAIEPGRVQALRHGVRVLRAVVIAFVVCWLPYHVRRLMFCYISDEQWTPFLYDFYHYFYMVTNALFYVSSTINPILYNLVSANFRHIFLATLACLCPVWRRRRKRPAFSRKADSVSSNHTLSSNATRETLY
UTI89 phage lysis – protection from phage-mediated lysis, alamar blue read-out – E. coli UTI89, K1F phage, bacterial capsule biogenesis inhibitors (AID 488966); actives 0.02% (n = 340,000); inhibition, % at 100 µM; hits with a dose series show IC50 in µM; E. coli UTI89 K1F phage lysis, alamar blue, 2 h; higher % means a stronger effect;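 active = phage lysis inhibition, versus mean bacterial control, above a set limit; inconclusive = no clear call, values can overlap the other calls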;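 note: capsule biogenesis inhibitors block K1F phage lysis so surviving cells raise fluorescence; higher fluorescence means more inhibition of phage lysis; actives were called in the ten point dose series up to 300 µM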
LYP phosphatase – PTPN22 lymphoid phosphatase activity blockers – biochemical, fluorescence intensity, uHTS (AID 1779); actives 0.054% (n = 290,000); one-dose inhibition, % at 11.5 µM; IC50 in µM for titrated hits; recombinant LYP phosphatase, fluorescence intensity; higher % means a stronger effect; in the data active = inhibition above about 50%;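 note: plate controls were vehicle with enzyme for no effect and no enzyme for full effect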
Autophagy HCS – modulators of autophagy; actives 0.98% (n = 190,000); AID 463193; MEF GFP-LC3 puncta imaging; test concentration mostly 10 µM; calls only at 10 µM (by protocol);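 active = percentage of spot-positive cells more than 3 SD above its plate mean, without a fluorescence outlier flag or 80% toxicity; inconclusive = no clear call, values can overlap the other calls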;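 note: spot-positive cell cutoff set from DMSO-treated cells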
WT yeast gro inh – growth inhibition of WT yeast, mitochondrial fusion screen | mitochondrial fusion phenotypic screen, WT strain | inhibition, % at 10 µM | actives 2.1% (n = 190,000) | AID 1362; in the data active = inhibition above about 58%; tested in S. cerevisiae
WT yeast gro inh mutant strain – further read-out of WT yeast gro inh, marked with its call; inhibition, %; mitochondrial fusion phenotypic screen, mutant strain inhibition
Autophagy HCS cell loss 18 h – recorded beside Autophagy HCS, whose call it bears; toxicity, %; measured here: cell loss, nuclei count;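 cell loss after 18 h compound exposure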
NTR1 ag cell count 20 µM – also measured in NTR1 ag; calls as there; cell count; measured here: cell count, cytotoxicity flag
* = called active by the depositor; i = inactive; ? = inconclusive; . = no result given; [ ] = another dose, or the depositor's remark. This is a random part of the collection (roughly 2.6% active in at least one column).

SMILES	GPR35 antagonists	Dengue-2 NS5 capping	AID2073	RSV antiviral HEp-2	NTR1 ag	NTR1 ag cell count 20 µM	UTI89 phage lysis	LYP phosphatase	Autophagy HCS	Autophagy HCS cell loss 18 h	WT yeast gro inh	WT yeast gro inh mutant strain
CCCN1C(=O)c2cc(C(=O)NCc3ccc(OC)cc3)ccc2C1O (centres undefined)	-3.7%	1.5%	0.4%	-0.6%	13.6	68	-2.0%	-3.6%	.	.	10.1	16.0
O=C(NCCCO)C(=O)c1c(-c2ccccc2)cc2ccccn12	-4.6%	-3.8%	-0.4%	1.9%	-0.4	19	-0.1%	-4.3%	i	2.1	-14.4	4.5
O=C(NCC1CCCN(C(=O)c2cscn2)C1)c1ccc(-c2ccccc2)cc1 (centres undefined)	0.0%	-5.5%	0.8%	1.1%	0.3	88	-0.1%	-7.3%	i	-5.2	9.1	17.2
Cc1ccc(NC(=O)CS(=O)CC(=O)N2CCN(C3CCCC3)CC2)cc1 (centres undefined)	-12.5%	-10.7%	23.4%	-0.8%	1.2	58	0.1%	-4.1%	.	.	.	.
COc1ccc(C)cc1S(=O)(=O)N1CCN(C(=O)c2ncoc2-c2ccccc2F)CC1	3.8%	-2.5%	-0.9%	0.5%	1.5	55	-0.1%	-7.8%	.	.	.	.
CC1CCC2(CC1)NC(=O)N(CC(=O)Nc1ccc3c(c1)OCCO3)C2=O (centres undefined)	-2.3%	-3.6%	2.9%	0.4%	2.3	100	-1.0%	-2.3%	i	14.1	-1.9	-17.3
CCCc1cc(C(=O)Nc2sc(C(C)=O)c(C)c2C(=O)OCC)no1	-9.0%	-0.7%	-10.1%	1.8%	5.0	33	-1.7%	-2.7%	.	.	14.8	5.4
Cn1nccc1C(=O)Nn1cnnc1	-3.3%	-1.4%	-2.3%	0.6%	1.3	51	1.3%	-4.1%	i	5.3	-7.0	1.6
Nc1nc(SCc2ccc(Cl)cc2)[nH]c(=O)c1-c1ccccc1	6.7%	1.6%	6.1%	16.8%	-2.4	84	0.9%	-0.7%	i	-0.1	0.7	-11.9
COc1ccc(CCNC(=O)COc2ccc(N(C)S(=O)(=O)c3ccc(C)cc3)cc2)cc1	-2.1%	-8.5%	2.8%	0.4%	-0.1	59	-0.1%	1.8%	i	17.6	13.8	4.7
CCCCSc1nnc(-c2ccc(C)cc2)n1C	5.1%	-12.5%	-10.4%	1.2%	-0.2	86	0.2%	-9.8%	i	12.8	2.9	-9.6
O=C(CN(Cc1cccs1)C(=O)CNS(=O)(=O)c1ccc(Cl)cc1)NCC1CCCO1 (centres undefined)	14.0%	-2.2%	-7.0%	-1.3%	-0.8	62	0.3%	-8.7%	i	-5.8	-4.5	-4.7
COc1cn(-c2ccccc2)nc1C(=O)NCc1ccccc1	11.7%	1.6%	5.5%	5.3%	-1.2	50	0.0%	-3.1%	.	.	.	.
Cc1ccc2c(c1)c1c(n2CC(O)Cn2nc(C)c(Br)c2C)CCCC1 (centres undefined)	12.7%	-6.8%	-38.9%	-2.2%	26.5	77	0.1%	-2.0%	i	24.6	76.2*	21.7*
Nc1nc(CCOc2ccc(F)cc2)cs1	-6.6%	-5.2%	1.8%	.	.	.	0.5%	-7.2%	i	-2.4	0.0	5.4
Cc1ccc(-c2csc(NC(=O)C3=NN(C4CCS(=O)(=O)C4)C(=O)CC3)n2)cc1 (centres undefined)	13.3%	3.2%	-14.9%	0.4%	2.7	66	0.1%	-5.2%	.	.	.	.
O=C(/C=C\c1ccco1)Nc1ccc(N2CCN(C(=O)c3ccccc3)CC2)cc1	-1.5%	-8.1%	-14.0%	2.8%	1.8	60	3.7%	2.0%	i	17.6	-3.4	8.4
CC(C)=CCCC(C)CN1CCC(n2nccc2NC(=O)c2cccnc2)CC1 (centres undefined)	13.1%	-8.4%	-3.2%	1.1%	0.8	69	-0.1%	0.7%	.	.	.	.
C=CCOc1ccc(/C=N/NC(=O)CC(=O)NC2CCCCC2)cc1	6.2%	-5.0%	6.8%	2.4%	-0.7	39	0.1%	-11.8%	.	.	.	.
CC(C)C(=O)NC(Nc1ccccc1F)C(Cl)(Cl)Cl (centres undefined)	10.5%	-4.2%	0.4%	-1.4%	1.1	51	6.2%	-5.3%	i	40.0	-0.3	3.4
COc1ccc(-c2ccc(OC)cc2C(=O)O)cc1	3.3%	-5.5%	-4.0%	0.3%	-0.1	80	0.4%	-3.0%	i	-0.5	-11.9	-6.9
CCN(CC)CCn1c(=O)n(-c2ccc(Cl)cc2)c(=O)c2c3c(sc21)CN(C)CC3	17.1%	-6.3%	-39.5%	.	-0.4	40	-1.2%	-2.2%	.	.	.	.
COc1ccc2nc(NC(=O)NC3CCCCC3)sc2c1	6.0%	-3.9%	1.3%	19.0%	4.6	82	-0.1%	-0.8%	.	.	.	.
Cc1csc(NC(=O)CCn2c(=O)oc3ccc(Cl)cc32)n1	12.5%	-10.4%	-2.5%	1.8%	2.8	65	0.0%	-8.1%	.	.	.	.
NCCNC(=O)c1ncsc1-c1cccc(F)c1	.	11.0%	.	-0.4%	4.6	71	3.1%	.	.	.	.	.
CCCCCn1nnc2c(=O)oc3ccccc3c21	-4.5%	-5.5%	-5.5%	0.1%	18.3	74	0.0%	-3.4%	i	-5.2	1.5	-10.1
Cc1ccccc1-n1nc(C)c2c1N=C1C(Cl)=CC(Cl)=CN1C2c1ccc(C(=O)O)cc1 (centres undefined)	0.9%	0.0%	6.2%	3.4%	-0.6	73	1.4%[50 µM]	8.2%	i	-15.5	-14.2	-19.4
COc1cc(N/N=C(\C)c2ccc(N)cc2)nc(-c2ccccc2)n1	5.0%	-2.3%	4.0%	?	22.4	36	0.2%	22.2%	i	-6.0	15.0	16.3
COc1cc(SC)ccc1C(=O)OCC(=O)NCC(C)C	6.1%	-8.6%	4.5%	2.3%	-0.2	54	-0.7%	-5.9%	i	-1.0	-13.6	-1.4
COc1cccc(/C=C/C(=O)OCC(=O)Nc2cccc(S(=O)(=O)N3CCCCC3)c2)c1OC	10.2%	-4.5%	28.6%	0.6%	1.8	79	0.2%[50 µM]	3.1%	i	16.0	2.8	-10.2

2 consecutive compounds already listed, quoted:
SMILES	GPR35 antagonists	Dengue-2 NS5 capping	AID2073	RSV antiviral HEp-2	NTR1 ag	NTR1 ag cell count 20 µM	UTI89 phage lysis	LYP phosphatase	Autophagy HCS	Autophagy HCS cell loss 18 h	WT yeast gro inh	WT yeast gro inh mutant strain
CCCN1C(=O)c2cc(C(=O)NCc3ccc(OC)cc3)ccc2C1O (centres undefined)	-3.7%	1.5%	0.4%	-0.6%	13.6	68	-2.0%	-3.6%	.	.	10.1	16.0
O=C(NCCCO)C(=O)c1c(-c2ccccc2)cc2ccccn12	-4.6%	-3.8%	-0.4%	1.9%	-0.4	19	-0.1%	-4.3%	i	2.1	-14.4	4.5

Other results:
SMILES	GPR35 antagonists	Dengue-2 NS5 capping	AID2073	RSV antiviral HEp-2	NTR1 ag	NTR1 ag cell count 20 µM	UTI89 phage lysis	LYP phosphatase	Autophagy HCS	Autophagy HCS cell loss 18 h	WT yeast gro inh	WT yeast gro inh mutant strain
CC1=C(C#N)C(=O)N(C)C(C)(C)C1	-3.5%	-0.7%	2.4%	1.2%	-0.8	38	0.3%	-0.4%	i	2.8	-3.0	13.8
CCOc1ccccc1C(=O)NN1C(=O)CCC1=O	4.7%	5.1%	9.1%	5.5%	0.8	47	-1.7%	-6.3%	i	2.0	16.9	11.0
c1csc(-n2nc3ccccc3n2)c1	-1.3%	.	-9.3%	5.7%	-0.5	72	0.4%	-4.1%	i	0.0	-3.4	29.5
COc1ccc(CNC(=O)Cc2nn(C)c(=O)c3ccccc23)cc1	5.8%	-6.2%	2.8%	1.8%	0.2	64	0.6%	-7.0%	i	13.0	-0.3	0.3
CCCN(CCC)C(=O)C1CCCN(S(=O)(=O)c2ccc3c(c2)oc(=O)n3C)C1 (centres undefined)	10.2%	-11.8%	-2.6%	0.7%	3.3	60	0.1%	-6.3%	.	.	.	.
CC(=O)Nc1ccc(S(=O)(=O)N2CCC(C(=O)N[C@@H](C)C(=O)NC3CCCC3)CC2)cc1	-6.5%	-1.8%	12.5%	2.2%	0.6	62	0.0%	-7.5%	.	.	.	.
O=C1CCc2cc(S(=O)(=O)N3CCC(C(=O)NC4CCCc5ccccc54)CC3)ccc2N1 (centres undefined)	12.9%	0.7%	12.8%	1.3%	2.6	62	-1.3%	-9.1%	i	10.1	0.3	6.9
CN(C)S(=O)(=O)Oc1cc(Cl)ccc1C(=O)Nc1ccc(F)cc1F	-6.5%	-5.2%	-2.4%	0.3%	-0.4	39	-0.9%	-4.0%	i	21.2	-12.2	1.1
O=C(N/N=C/c1ccc(OCC(=O)N2CCCCC2)cc1)c1ccccc1	13.1%	1.4%	-7.8%	0.0%	-0.6	54	0.0%[50 µM]	-11.1%	i	-17.2	-8.0	-3.4
COc1ccc2[nH]cc(C(O)CN3CCN(c4ccccc4)CC3)c2c1 (centres undefined)	2.4%	.	7.2%	.	.	.	.	-7.0%	i	-12.4	-1.1	-0.6
Cc1cc(C)c(C)c(S(=O)(=O)N2CCC(C(=O)N3CCCCCCC3)CC2)c1C	-4.0%	-3.9%	8.7%	15.6%	4.4	62	1.6%[50 µM]	-3.6%	.	.	.	.
CCCn1c(SCC(=O)N2CC(=O)Nc3ccccc32)nc2ccccc21	-17.9%	14.5%	-21.5%	0.8%	-0.9	87	0.3%	-4.2%	i	0.2	7.3	4.3
O=C(CSc1nc2ccccc2o1)N1CCN(C(=O)c2ccco2)CC1	-12.3%	-3.2%	-6.0%	1.0%	-1.9	42	1.7%	2.0%	i	1.9	6.0	20.2
Cc1cccc(C(=O)O/N=C/c2c(N3CCOCC3)n(C)c3ccccc23)c1	4.9%	.	-3.2%	-0.9%	-2.5	89	.	-2.2%	i	4.9	-5.0	-7.4
Cc1ccccc1NC(=O)CSc1nc2n(n1)CCCCC2	-3.0%	-8.9%	-7.6%	0.5%	2.7	67	2.9%	-4.6%	i	-9.5	-8.0	-8.8
CCOC(=O)Nc1sc(NS(=O)(=O)c2ccc(C)cc2)nc1C	-2.9%	-0.7%	-17.8%	-1.3%	0.8	60	2.0%	-6.1%	i	3.6	18.2	21.3
CCN(CC)c1nc(N)c2c(N)nc(OC)cc2c1C#N	.	-3.8%	.	-2.7%	-1.0	87	0.0%	.	.	.	.	.
O=C(Nc1nc2ccc(SC(F)F)cc2s1)c1ccc2c(c1)S(=O)(=O)c1ccccc1C2=O	4.8%	.	13.1%	2.8%	-0.4	65	.	-2.6%	i	-2.9	14.4	3.1
CCCC(=O)NC(C)c1nc2ccccc2[nH]1 (centres undefined)	18.7%	-2.8%	4.4%	1.0%	3.1	45	0.4%	-2.3%	i	2.0	-3.1	-8.7
Cc1ccc(-c2nc(NCCCO)c3ccccc3n2)cc1	18.0%	0.8%	10.1%	10.4%	5.4	70	-1.0%	-9.9%	.	.	.	.
